KOR beta-arrestin-1: kappa opioid receptor blockers – cell-based, luminescence, uHTS (AID 1778) | KOR beta-arrestin recruitment, luminescence, antagonist mode; higher % means a stronger effect | inhibition, % at 10 µM; hits with a dose series show IC50 in µM | hit rate 0.091% among 290,000; further: strong numbers were not always called active
NS5 inhibitors: flavivirus cap methylation enzyme inhibition – biochemical, confirmation dose response, primary screen (AID 588689); Dengue-2 NS5 methyltransferase capping enzyme assay, biochemical; higher % means a stronger effect; inhibition, % at 25 µM; hits with a dose series show IC50 in µM; hit rate 0.3% among 340,000; in the data active means a potency from the dose series; inconclusive means inhibition above about 29% without an active follow-up result
Yfh1-depleted yeast: mitochondrial function rescue without frataxin homolog – Friedreich's ataxia, plus single-dose screen, dose response (AID 1465); S. cerevisiae Yfh1-off respiration, WST-1 reduction, 72 h; higher fold induction means a stronger effect; fold induction at 50 µM, or EC50 in µM where a hit was titrated; hit rate 0.074% among 220,000;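 active means fold induction of absorbance versus untreated yeast above a set limit, then at least 30% activation at any dose in follow-up; inconclusive means repeats straddling the limit, or above it without dose testing; inactive means fold induction below the set limit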;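 further: activators that raise dye reduction in frataxin-depleted yeast; strong numbers were not always called active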
NOD1 NF-kB reporter: inhibition of NOD1-driven NF-kB reporter – cell-based, luminescence, uHTS, primary screen (AID 1578). NOD1-driven NF-kB luciferase reporter cells, luminescence; higher % means a stronger effect. inhibition, % at 4 µM, or EC50 in µM where a hit was titrated. hit rate 1% among 290,000; in the data active means inhibition mostly above about 36%, no sharp cut-off; inactive means mostly below about 34%;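 further: HEK-293T reporter cells stimulated with the NOD1 agonist gamma-tri-DAP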
AID2073: disruptors of CaV2.2 binding to Mint1 – biochemical, HTRF (AID 2073) | HTRF protein-protein interaction, Mint1-CaV2.2; higher % means a stronger effect | one-dose inhibition, % at 20 µM; IC50 in µM for titrated hits | hit rate 0.19% among 290,000; in the data active means inhibition mostly above about 51%, no sharp cut-off; inconclusive means no clear call, values can overlap the other calls; inactive means mostly below about 53%; further: some results filed as inactive read as strong as hits
KOR beta-arrestin-2: kappa opioid receptor activators – cell-based, luminescence, uHTS, primary screen (AID 1777). KOR beta-arrestin recruitment, luminescence; higher % means a stronger effect. activation, % at 10 µM; hits with a dose series show EC50 in µM. hit rate 0.02% among 280,000; in the data active means activation above about 50%, passing the limit was not always enough; further: a part of the inactive calls stands beside numbers as strong as those of hits
HEK293 NOD2/NF-kB: NOD2 signaling inhibitors, cell-based, luminescence, uHTS, HEK293 (AID 1566); one-dose inhibition, % at 4 µM; EC50 in µM for titrated hits; HEK293 NOD2/NF-kB luciferase reporter, luminescence; higher % means a stronger effect; hit rate 0.63% among 290,000; further: many of its hits are not listed in these tables
West Nile virus CPE: West Nile virus antiviral activity, cell-based, CPE readout (AID 1621); West Nile virus-infected cells, CPE inhibition; higher % means a stronger effect; CPE inhibition, % at 10 µM; hits with a dose series show IC50 in µM; hit rate 0.02% among 290,000; in the data active means a potency from the dose series; inconclusive means CPE inhibition mostly from about 3.7% at the one dose, without a potency; inactive means the rest, 99 in 100 with CPE inhibition below about 2.2%; further: strong numbers were not always called active
HIV peptide binding: inhibitors of HIV fusion peptide binding, primary screen, biochemical, uHTS, fluorescence dequenching (AID 1986); hit rate 0.3% among 290,000; cell-free peptide binding, fluorescence dequenching, 30 min; higher % means a stronger effect; inhibition, % at 20 µM, or IC50 in µM where a hit was titrated; in the data active means inhibition mostly above about 52%, no sharp cut-off; inactive means mostly below about 76%; further: some results filed as inactive read as strong as hits
NS5 inhibitors pilot replicate: also measured in NS5 inhibitors; calls as there; inhibition, %; measured here: pilot screen replicate inhibition
The depositor's hits bear a star; i = inactive; ? = inconclusive; . = no result given; [ ] = dose if it differs, or a comment. Unless noted, no stated cut-off is given here; in the data, active means inhibition above about 50%; inactive means the rest. Not all compounds are listed; the hit share may differ from the screen's.

SMILES	KOR beta-arrestin-1	NS5 inhibitors	Yfh1-depleted yeast	NOD1 NF-kB reporter	AID2073	KOR beta-arrestin-2	HEK293 NOD2/NF-kB	West Nile virus CPE	HIV peptide binding	others
Nc1nnc(SCc2ccc(F)cc2Cl)s1	4%	-5%	i	-45%	0%	0.1%	-32%	0.3%	0.7%
O=C(CCCOc1ccccc1)N1CCN(C(=O)c2ccco2)CC1	18%	-3%	i	-31%	4%	-1.0%	4%	-0.2%	1.1%	NS5 inhibitors pilot replicate=-2.1
O=C(NCCc1ccccc1)C1CCN(S(=O)(=O)c2cccc3nonc23)CC1	-45%	-4%	i	-17%	-4%	3.1%	-17%	0.4%	-1.2%
Cc1c(NC(=O)CSc2nnc(N)s2)c(=O)n(-c2ccccc2)n1C	26%	0%	.	-1%	-5%	-1.2%	8%	.	-1.7%
Cc1ccc(O)c(N=Nc2ccc(S(=O)(=O)N3CCOCC3)cc2)c1	-43%[20 µM]	-5%	i	-25%	-15%	.	-27%	0.6%	-3.1%
CC1CCN(C(=S)Nc2ccc(SC(F)F)cc2)CC1	-40%	4%	i	-16%	-33%	14%	-60%	-0.9%	-0.8%
O=C(N1CCCCC1)C1(c2ccccc2)CCOCC1	-19%	0%	i	5%	2%	0.7%	12%	0.3%	-2.1%
O=S(=O)(Nc1ccccc1N1CCCCC1)c1ccccc1	5%	1%	.	3%	1%	4.5%	8%	-0.9%	0.4%
NC(=O)CSc1nnc(-c2cccs2)n1-c1ccccc1	18%	-6%	i	-1%	4%	3.4%	15%	0.4%	0.0%
C=C(C)c1cccc(C(C)(C)NC(=O)N2CC(C)OC(C)C2)c1 (configuration not stated)	-7%	-8%	i	-2%	-1%	-1.8%	9%	-0.1%	-1.4%
Cc1cccc(-n2c(SCc3ccc(C#N)cc3)nnc2-c2c[nH]c3ccccc23)c1	6%	-3%	i	2%	2%	-1.3%	9%	-1.1%	-0.5%
CCOc1ccc(NC(=O)[C@@H](NC(=O)c2ccccc2Br)C(C)C)cc1	-13%	-5%	i	1%	-3%	2.6%	9%	0.4%	-0.1%
CC(=O)Nc1ccccc1OCCOc1ccc(Br)cc1	-36%	-7%	i	17%	-14%	1.0%	34%	-1.8%	-3.2%
CCCn1c(C)cc(C(=O)COc2ccc(-c3nnco3)cc2)c1C	10%	-5%	i	-6%	5%	-5.1%	4%	.	-0.2%
CC1CN(C(=O)CCC(=O)NCc2cccnc2)c2ccccc2O1 (configuration not stated)	-6%[20 µM]	-2%	.	14%	11%	1.4%	7%	0.3%	-0.6%
O=c1c2ccccc2oc2cc(NCCCN3CCOCC3)ccc12	-35%[20 µM]	3%	.	-19%	49%	-1.3%	-61%	-0.6%	2.4%
CCC(=O)Nc1ccc(NC(=S)Nc2ccccc2)cc1	-21%	-6%	i	-32%	-22%	9.1%	10%	-0.3%	-1.5%
CNC(=S)NNC(=O)Cc1ccc(OC)cc1	14%	-2%	i	-4%	-16%	-3.6%	2%	-0.1%	-1.7%
O=[N+]([O-])c1cc(S(=O)(=O)N2CCCCC2)ccc1NCc1cccc(Cl)c1	6%	1%	i	-8%	14%	-7.0%	24%	-1.3%	5.7%
CCOC(=O)N1CCN(C(=O)CCCn2nnnc2CN2CCC(C)CC2)CC1	-48%	2%	.	-3%	27%	5.2%	-5%	-0.1%	-0.9%
Cc1nnc(SCC(=O)Nc2sc3c(c2C(=O)c2ccccc2)CCCC3)s1	-18%	-3%	i	12%	-2%	-2.8%	26%	-1.9%	2.7%
O=C(Nc1nc(-c2ccc(S(=O)(=O)N3CCCCCC3)cc2)cs1)c1cccs1	16%	-6%	i	-21%	-16%	0.0%	29%	1.1%	2.1%
Cc1cc(=O)oc2cc(OCC(=O)N/N=C/c3ccccc3O)ccc12	-5%	-2%	.	-24%	49%	-3.1%	30%	0.1%	-4.0%
O=C(CN1CCN(c2ncccn2)CC1)N(Cc1ccccc1)c1ccc(F)cc1	-10%	-5%	i	-22%	2%	2.1%	-6%	-0.9%	0.9%
O=C(NCc1cccc(Cl)c1)NCc1cccc(Cl)c1	5%	-5%	i	-21%	-2%	-1.7%	-4%	-0.6%	1.3%
SMILES	KOR beta-arrestin-1	NS5 inhibitors	Yfh1-depleted yeast	NOD1 NF-kB reporter	AID2073	KOR beta-arrestin-2	HEK293 NOD2/NF-kB	West Nile virus CPE	HIV peptide binding	others
CC(C)NC(=O)c1sc2nc(-c3cccs3)cc(-c3cccs3)c2c1N	-4%	.	i	-30%	14%	5.8%	4%	1.5%	5.4%
O=C(CC1S/C(=N/N=C/C=C/c2ccccc2)NC1=O)Nc1ccc(C(=O)O)cc1 (configuration not stated)	-5%	4%	i	-6%	16%	-3.7%	11%	0.2%	50%
N#C/C(C(=O)N1CCCCC1)=C1\Nc2ccccc2S1	-3%	.	i	-51%	-15%	0.1%	-52%	0.4%	2.6%
O=C(N/N=C/c1ccccn1)c1cccc(NC(=O)c2ccccc2Cl)c1	-6%	-11%	.	4%	2%	1.3%	18%	0.1%	-0.2%
O=C(CSc1nnc(-c2ccc(F)cc2)o1)NC1CCCC1	-6%	-4%	.	-4%	0%	-4.9%	0%	0.1%	-1.6%
CCOC(=O)C1=C(C)NC2(O)c3ccccc3C(=O)C12O (configuration not stated)	6%	-3%	i	16%	-9%	-1.4%	2%	-0.5%	-2.7%
O=C(NCC1CCCCC1)c1cc([N+](=O)[O-])ccc1Cl	-28%	0%	.	-28%	1%	-2.7%	-26%	-0.1%	-0.7%
O=C(NCCN1CCOCC1)c1cc(Sc2cccc(Cl)c2)nc2ccccc12	-11%	4%	i	-17%	-5%	-5.0%	0%	-0.5%	1.4%
CC(C)(C)C(=O)Nc1nc(=S)ss1	-25%	-2%	i	26%	36%	3.6%	13%	0.4%	2.7%
COc1cccc(CN2CCN(Cc3cccc4nonc34)CC2CCO)c1 (configuration not stated)	-12%[20 µM]	-2%	i	-12%	-3%	.	13%	-0.7%	2.6%
O=C(c1sc2cc(F)ccc2c1Cl)N1CCN(c2cccc(Cl)c2)CC1	-10%	3%	i	6%	0%	1.0%	6%	-1.2%	-1.2%
CCOC(=O)C1CCCN(Cc2ccc(O)c(OC)c2)C1 (configuration not stated)	5%	-2%	i	12%	-7%	-6.6%	-2%	0.7%	-0.5%
O=C1CC(=O)Nc2cc(S(=O)(=O)NCc3cccs3)ccc2N1	-34%	-13%	.	-14%	4%	1.0%	2%	0.1%	1.2%
CCOc1cc(C2C(C#N)=C(N)OC(C)=C2C(C)=O)c(Br)c(Br)c1OC(C)C (configuration not stated)	-48%	-4%	i	-36%	-5%	0.7%	-4%	1.1%	8.5%	NS5 inhibitors pilot replicate=1.5
COc1cccc(CNc2ccc(Br)cn2)c1O	-38%	-10%	i	-28%	2%	7.4%	-224%	0.1%	-3.1%	NS5 inhibitors pilot replicate=-1.4
CC(=O)C1=C(O)C(=O)N(Cc2ccco2)C1c1ccccc1F (configuration not stated)	-19%	-5%	i	14%	0%	2.7%	-15%	0.0%	-0.6%
CC1CC(C)CN(S(=O)(=O)c2cc(C(=O)O)c(Cl)s2)C1 (configuration not stated)	-17%	2%	i	-38%	6%	2.1%	-9%	0.2%	4.3%
Cc1cc(C)nc(N/N=C/c2cccc(Cl)c2)n1	5%	1%	i	-45%	-1%	4.3%	-44%	-1.5%	1.6%
Cc1ccccc1Cn1ccc(NC(=O)c2cc3nc(-c4ccco4)cc(C(F)(F)F)n3n2)n1	-32%	-2%	i	-36%	24%	-3.9%	6%	0.2%	0.1%
CC(C)c1ccc(/C=c2\sc3nc(-c4ccncc4)nn3c2=O)cc1	-76%	3%	i	.	10%	2.5%	-27%	0.2%	-5.6%
C=CCNC(=O)C1CC(=O)N(c2ccc(OCC(=O)Nc3ccc(Cl)c(C(F)(F)F)c3)cc2)C1 (configuration not stated)	-3%	5%	i	5%	-1%	0.8%	5%	-0.7%	8.0%
CCN(CC)Cc1c(O)ccc2c(=O)c(Oc3ccccc3OC)c(C)oc12	.	3%	i	-11%	45%	-0.7%	6%	1.4%	-3.2%
CCc1cccc(NC(=O)Cn2c(=O)oc3cc(S(=O)(=O)N4CCOCC4)ccc32)c1	-21%	-1%	i	19%	2%	3.1%	14%	0.1%	-0.4%
Cc1cc2nc(C3CCCN(C(=S)Nc4ccccc4)C3)[nH]c2cc1C (configuration not stated)	5%	0%	i	2%	-44%	0.0%	0%	-1.0%	-1.4%
Cc1ccc(N(C)S(=O)(=O)c2nnc(NC(=O)c3ccco3)s2)cc1	8%	-7%	.	1%	7%	4.6%	20%	0.3%	6.7%
SMILES	KOR beta-arrestin-1	NS5 inhibitors	Yfh1-depleted yeast	NOD1 NF-kB reporter	AID2073	KOR beta-arrestin-2	HEK293 NOD2/NF-kB	West Nile virus CPE	HIV peptide binding	others
Cc1cc(NC(=O)CN2C(=O)NC(C)(c3ccc(Cl)cc3)C2=O)no1 (configuration not stated)	14%	12%	i	-26%	-4%	-3.0%	-9%	0.1%	0.0%
COc1ccc(/C=C(/NC(=O)c2ccccc2)C(=O)N/N=C/c2ccc3c(c2)OCO3)cc1OC	-7%	0%	i	4%	12%	-0.1%	2%	-0.4%	-3.3%
O=C1/C(=C/c2ccco2)CCC1C1CCCC1 (configuration not stated)	9%	-5%	i	-14%	-5%	-0.8%	2%	0.3%	0.8%
Cn1cccc1/C=N\NC(=O)c1cncc(Br)c1	8%	.	.	0%	5%	2.1%	25%	-0.2%	-2.6%
O=C(Nc1ccc(F)cc1)c1cccc(N2C(=O)c3ccccc3C2=O)c1	-15%	-4%	.	-28%	?	1.7%	-2%	0.0%	1.1%
CC(=O)c1cc(F)c(N2CCN(C(=O)COc3ccccc3F)CC2)cc1C	-4%	1%	i	-26%	-4%	-2.6%	7%	-0.1%	-2.2%
COc1ccc(OC)c(S(=O)(=O)n2nc(-c3ccccc3)cc2N)c1	17%	0%	i	-20%	0%	-7.4%	-3%	-0.3%	-0.3%
COc1ccc(N2CCN(C(=O)C3COc4ccccc4O3)CC2)cc1 (configuration not stated)	7%	2%	i	-2%	-7%	-7.8%	10%	-0.2%	-1.8%
Cc1nc(CCNC(=O)CC2C(=O)NCCN2CC(C)(C)C)nc2c1CCC2 (configuration not stated)	-11%	3%	.	-30%	-1%	7.9%	-1%	-0.6%	4.0%

Compounds shown so far containing a furan ring, fused or not (5):
SMILES	KOR beta-arrestin-1	NS5 inhibitors	Yfh1-depleted yeast	NOD1 NF-kB reporter	AID2073	KOR beta-arrestin-2	HEK293 NOD2/NF-kB	West Nile virus CPE	HIV peptide binding	others
O=C(CCCOc1ccccc1)N1CCN(C(=O)c2ccco2)CC1	18%	-3%	i	-31%	4%	-1.0%	4%	-0.2%	1.1%	NS5 inhibitors pilot replicate=-2.1
CC(=O)C1=C(O)C(=O)N(Cc2ccco2)C1c1ccccc1F (configuration not stated)	-19%	-5%	i	14%	0%	2.7%	-15%	0.0%	-0.6%
Cc1ccccc1Cn1ccc(NC(=O)c2cc3nc(-c4ccco4)cc(C(F)(F)F)n3n2)n1	-32%	-2%	i	-36%	24%	-3.9%	6%	0.2%	0.1%
Cc1ccc(N(C)S(=O)(=O)c2nnc(NC(=O)c3ccco3)s2)cc1	8%	-7%	.	1%	7%	4.6%	20%	0.3%	6.7%
O=C1/C(=C/c2ccco2)CCC1C1CCCC1 (configuration not stated)	9%	-5%	i	-14%	-5%	-0.8%	2%	0.3%	0.8%

Screening data: PubChem BioAssay, several laboratories
